# APE1 inh: blocks human APE1 abasic DNA cleavage | P27695 | recombinant APE1, TAMRA/BHQ-2 abasic DNA cleavage fluorescence | Potency, µM (doses to about 65.8 µM), inactives show at the top dose activity change, negative = inhibition, actives largely listed as inhibitors | 350,000 compounds, 0.35% hits;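 note: potency is the fitted concentration of half-maximal effect; plate controls were vehicle for no effect and reference inhibitor for full effect; nearly all actives have a fitted effect of over 55% in size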
#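 Step 1: APE1 (0.75 nM) with compound, 15 min RT. Step 2: add 50 nM fluorophore/quencher THF duplex. Step 3: three fluorescence reads 60 s apart (525/598 nm); read 3 minus read 1 = reaction progress.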
# RXFP1 antag: antagonists of human relaxin receptor RXFP1 | HEK293-RXFP1, relaxin-stimulated cAMP HTRF, 30 min; stronger effect = lower value | activity change, negative = inhibition, % at 57.5 µM | 350,000 compounds, 0.59% hits | AID 1259400;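 active = activity change of -60% or lower, but not beyond a set lower limit; inconclusive = change between -60% and -40%, or beyond the set limit; inactive = change above -40%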; note: % is set by controls: 0 for no effect and ±100 for the full control effect
# POLI inh: DNA polymerase iota (human) inhibition; Q9UNA4; 390,000 compounds, 1% hits; Pol iota fluorescent replication assay, 10 min; Potency, µM (doses to about 115 µM), for the others: at the top dose activity, negative = inhibition, most hits filed as inhibitors; AID 588590; note: potency is the fitted concentration of half-maximal effect
#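 Fluorescent replication assay read twice, at 0 min and 10 min after adding 50 nM (final) substrate. Enzyme (10 nM) and compounds were first incubated 15 min at room temperature; enzyme-free buffer wells were negative controls.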
# Tb PGK inh: blocks T. brucei phosphoglycerate kinase; P07378; PGK/GAPDH coupled, Kinase-Glo luminescence, 60 min; Potency, µM (top dose mostly 57.5 µM), inactives show top-dose activity change, negative = inhibition, usual class: inhibitors; 380,000 compounds, 0.043% hits; note: potency is the fitted concentration of half-maximal effect; % is set by controls: 0 for no effect and ±100 for the full control effect; nearly all actives have a fitted effect of over 60% in size
#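 Recombinant glycosomal PGK reaction used 1,3-bisphosphoglycerate generated in-well by GAPDH (100nM final) in 100mM TEA pH 7.6, 5mM MgCl2, 0.01% Tween-20. After 60 minutes at room temperature, ATP was read by Kinase-Glo Plus luminescence end-point.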
# Pol kappa inh: blocks human DNA polymerase kappa activity; Q9UBT6; purified Pol kappa, fluorescent DNA synthesis assay, 10 min; Potency, µM (top dose mostly 107 µM), without a hit: at the top dose activity, negative = inhibition, hits mostly inhibitors; 400,000 compounds, 0.53% hits; note: potency is the fitted concentration of half-maximal effect; % is set by controls: 0 for no effect and ±100 for the full control effect
#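 Fluorescent qHTS in 1536-well format: enzyme (10 nM) and compound sat 15 min at room temperature before 50 nM substrate (final) was added. Signal taken at 0 and 10 min; no-enzyme buffer wells were negative controls.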
# BLM inh: inhibitors of human Bloom syndrome helicase BLM. recombinant BLM DNA unwinding, fluorescence dequenching. Potency, µM (series often up to 56.1 µM), for the others: top-dose activity change, negative = inhibition, usual class: inhibitors. 350,000 compounds, 0.2% hits;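 note: potency is the fitted concentration of half-maximal effect; plate controls were vehicle for no effect and no enzyme for full effect; nearly all actives have a fitted effect of over 35% in size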
# Target sequence (P54132 whole entry, looked up): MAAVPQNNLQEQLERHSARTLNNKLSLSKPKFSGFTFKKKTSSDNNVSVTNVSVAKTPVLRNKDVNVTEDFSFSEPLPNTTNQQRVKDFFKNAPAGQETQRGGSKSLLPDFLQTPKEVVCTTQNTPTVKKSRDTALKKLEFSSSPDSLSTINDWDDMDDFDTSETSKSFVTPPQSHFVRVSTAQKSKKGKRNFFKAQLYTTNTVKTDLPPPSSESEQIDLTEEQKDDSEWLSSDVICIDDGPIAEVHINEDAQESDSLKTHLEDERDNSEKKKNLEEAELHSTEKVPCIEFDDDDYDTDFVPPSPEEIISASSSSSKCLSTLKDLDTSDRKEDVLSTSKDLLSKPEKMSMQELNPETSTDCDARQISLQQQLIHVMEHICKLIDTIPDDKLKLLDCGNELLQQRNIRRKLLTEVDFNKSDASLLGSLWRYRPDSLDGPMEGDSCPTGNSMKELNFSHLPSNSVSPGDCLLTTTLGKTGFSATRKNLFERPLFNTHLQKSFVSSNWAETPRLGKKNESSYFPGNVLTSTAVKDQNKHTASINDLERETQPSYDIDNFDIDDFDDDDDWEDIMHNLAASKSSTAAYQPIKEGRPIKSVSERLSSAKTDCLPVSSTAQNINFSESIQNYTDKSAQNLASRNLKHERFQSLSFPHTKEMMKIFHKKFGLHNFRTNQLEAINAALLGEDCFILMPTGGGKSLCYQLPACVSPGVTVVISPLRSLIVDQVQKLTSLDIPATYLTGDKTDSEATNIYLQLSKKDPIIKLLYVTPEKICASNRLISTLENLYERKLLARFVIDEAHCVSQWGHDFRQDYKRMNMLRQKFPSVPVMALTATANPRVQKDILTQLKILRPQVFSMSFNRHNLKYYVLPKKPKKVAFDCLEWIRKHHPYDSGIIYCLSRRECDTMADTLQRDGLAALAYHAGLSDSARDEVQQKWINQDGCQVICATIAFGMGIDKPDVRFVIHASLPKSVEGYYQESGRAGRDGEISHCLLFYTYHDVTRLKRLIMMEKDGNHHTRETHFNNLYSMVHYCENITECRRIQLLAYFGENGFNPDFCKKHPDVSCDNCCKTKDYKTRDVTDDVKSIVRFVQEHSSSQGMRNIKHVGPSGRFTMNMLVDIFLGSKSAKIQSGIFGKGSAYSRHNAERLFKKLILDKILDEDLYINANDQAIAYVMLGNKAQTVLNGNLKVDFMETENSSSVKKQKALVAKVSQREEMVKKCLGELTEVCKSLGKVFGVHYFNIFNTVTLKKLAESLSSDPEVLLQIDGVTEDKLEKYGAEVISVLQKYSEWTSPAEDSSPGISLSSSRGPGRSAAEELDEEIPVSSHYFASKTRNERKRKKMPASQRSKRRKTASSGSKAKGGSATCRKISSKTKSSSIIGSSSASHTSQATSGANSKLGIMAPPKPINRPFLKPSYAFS
# Pol eta inh: blocks human DNA polymerase eta activity; AID 588591; recombinant Pol eta, fluorescent DNA replication assay; 390,000 compounds, 1.2% hits; Potency, µM (highest dose often 114 µM), for inactives: at the highest dose activity change, negative = inhibition, actives largely listed as inhibitors; Q9Y253; note: potency is the fitted concentration of half-maximal effect; % is set by controls: 0 for no effect and ±100 for the full control effect
#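 Fluorescent replication assay: 50 nM final substrate added after a 15 min room-temperature compound preincubation with 10 nM enzyme. Signal taken at 0 min and again at 10 min.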
# Pol beta inh: blocks human DNA polymerase beta activity. AID 485314. 340,000 compounds, 1.3% hits. Pol beta primer extension/strand displacement, fluorescence kinetic. Potency, µM (top dose mostly 114 µM), without a hit: at the highest dose activity change, negative = inhibition, usual class: inhibitors; note: potency is the fitted concentration of half-maximal effect; % is set by controls: 0 for no effect and ±100 for the full control effect
#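 Preincubation: enzyme (10 nM) with compound, 15 min, RT. Reaction: substrate added to 50 nM final. Reads: 0 and 10 min. Analysis: normalized, Hill fit.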
# Anesthetic bind: candidate novel general anesthetic via apoferritin binding; apoferritin/1-aminoanthracene competitive binding, fluorescence; 350,000 compounds, 0.074% hits; Potency, µM (series often up to 77.5 µM), for inactives: top-dose activity change, negative = displacement, hits mostly inhibitors; P02791; note: potency is the fitted concentration of half-maximal effect; % is set by controls: 0 for no effect and ±100 for the full control effect; nearly all actives have a fitted effect of over 20% in size
#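 Horse-spleen apoferritin (10 uM) in 50% saturated 1-aminoanthracene in PBS was incubated 10 min at room temperature with compound. Fluorescence (ex 380, em 535 nm) was normalized to free and bound 1-AMA, with concentration-response fitted by a four-parameter Hill equation.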
# Starred values were filed as active, the others as inactive; i = inactive; ? = inconclusive; . = not tested or not shown; & = joins results of further samples; [ ] = remark or other dose. Unless noted, calls come from the whole dose curve; as a rule, active = well fitted curve in the direction sought with a large enough effect; inconclusive = small, poorly fitted or top-dose-only effect, or another doubt; inactive = no such curve, though single readings can be large; an effect the other way counts as inactive or inconclusive. An excerpt. The share of hits here may be higher or lower than overall.
SMILES,APE1 inh,RXFP1 antag,POLI inh,Tb PGK inh,Pol kappa inh,BLM inh,Pol eta inh,Pol beta inh,Anesthetic bind
CCOc1ccc(C2C(C#N)=C(N)Oc3cc(C)n(Cc4ccco4)c(=O)c32)cc1OC (stereo not given),3%,4,8%,7%,-3%,-3%,-2%,-18%,-10%
C#CCCCCCCCCCCCC(=O)CC(O)COC(C)=O (stereo not given),2%,.,.,.,-3%[60.1 µM],3%,.,.,-4%
COc1ccc(NC(=O)c2ccccc2NC(=O)C2CCCCC2C(=O)O)cc1 (stereo not given),.,.,-17%,8%,-22%,.,-3%,.,.
CC(C)(C)NC(=O)c1ccc2c(c1)C(=O)N(Cc1ccco1)C2=O,13%,5,-3%,-3%,-7%,-9%,2%,2%,?
O=C(O)CCC(=O)Nc1sc2c(c1C(=O)NC1CCCC1)CCCC2,15%,-9,4%,6%,-4%,-4%,-9%,-5%,-4%
N=NC(=O)c1ccccc1Nc1c(O)[nH]c2ccccc12,.,-13,?,-19%,-10%,.,?,.,.
CC(C)c1ccc(NC(=O)CCS(=O)(=O)c2ccc3c(c2)CC(=O)N3C)cc1,.,.,-10%,-1%,-13%,0%,-3%,-24%,?
COC(=O)c1cccnc1-n1c(=O)c2cccnc2n(CC(=O)Nc2ccc(C)cc2C)c1=O,.,4,-30%,i,2%,2%,-18%,19%,-10%
COc1ccc(/C=N/Nc2nc(NCc3ccco3)nc(Nc3ccc(OC)cc3)n2)cc1,1%,-15,?,i,-4%,-12%,-17%,-16%,-7%
COc1cc(C2NC(=O)NC(C)=C2C(=O)OC(C)(C)C)ccc1OCC(N)=O (stereo not given),-5%,-9,18%,6%,-6%,2%,-1%,2%,-4%
CSCCC(NS(=O)(=O)c1cccs1)C(=O)Nc1ccc(C)c(Cl)c1 (stereo not given),.,5,17%,-2%,0%,-7%,-23%,-24%,-10%
COc1ccc(/C=C/C(=O)c2cc(Cl)cc(Cl)c2O)c(OC)c1,1%,-8,20%,9%,2%,-2%,-23%,2%,3%
O=C(NCCc1ccccc1)C1CC(=O)N(C2CCCC2)C1 (stereo not given),80%[activator],4,36%[activator],-4%,6%,-5%,-18%,11%,2%
CCC(=O)Nc1nc(N)n(-c2ccccc2)n1,-1%,7,?,4%,-5%,1%,3%,1%,0%
O=C(COc1ccc(Cl)cc1)Nc1ccc(C(=O)OCc2cc(=O)n3ccsc3n2)cc1,.,-20,7%,-8%,-11%[60.1 µM],-9%,-17%,0%,-4%
COc1ccccc1N=Nc1[nH]c2ccc(C)cc2c1O,1%,-8,2%,5%,10%,5%,-17%,-4%,-8%
O=S(=O)(Cc1ccccc1)N1CCCc2ccccc21,7%,-2,-1%,5%,0%,-13%,-16%,24%,-13%
CN(CC(=O)Nc1ccccc1C(F)(F)F)C(=O)CSc1nnc(N)s1,45%[activator],1,-3%,-6%,-5%,.,-4%,.,.
COc1ccc(C(=O)NNC(=O)c2cnccn2)cc1[N+](=O)[O-],3%,-9,4%,-1%,-10%,1%,-9%,0%,-1%
COc1ccc(N(CC(=O)Nc2ccc(F)c(F)c2)S(=O)(=O)c2c(C)[nH]c(=O)[nH]c2=O)cc1,-10%,-3,-14%,-2%,-12%,-3%,8%,71%,-7%
c1nnc(NC2=NCCCCC2)s1,-1%,32,-2%,.,-11%,1%,1%,?,-9%
O=C(O)CCc1nn2c3ccccc3n(Cc3ccccc3)c2nc1=O,1%,-2,-1%,0%,-6%,-2%,1%,3%,-3%
CCN(C(=O)CN1CCCC(C)C1)c1c(N)n(Cc2ccccc2)c(=O)[nH]c1=O (stereo not given),6%,0,21%,i,10%,.,-20%,.,.
COc1cccc(CNc2ccc3c(c2)CCC3)c1,12%,1,8%,.,-7%,-5%,6%,12%,?
CCCOc1ccc(C(=O)Nc2cc(-c3nc4ccccc4[nH]3)ccc2C)cc1,.,5,-5%,0%,-5%,-8%,-23%,?,-17%

# Copied from the list:
# Pol beta inh with O=S(=O)(Cc1ccccc1)N1CCCc2ccccc21 stands at 24%
# Pol kappa inh with O=C(O)CCc1nn2c3ccccc3n(Cc3ccccc3)c2nc1=O stands at -6%
# RXFP1 antag with COc1ccccc1N=Nc1[nH]c2ccc(C)cc2c1O stands at -8
# Pol kappa inh with O=C(O)CCC(=O)Nc1sc2c(c1C(=O)NC1CCCC1)CCCC2 stands at -4%
# APE1 inh with COc1ccc(/C=N/Nc2nc(NCc3ccco3)nc(Nc3ccc(OC)cc3)n2)cc1 stands at 1%

# More structures follow:
SMILES,APE1 inh,RXFP1 antag,POLI inh,Tb PGK inh,Pol kappa inh,BLM inh,Pol eta inh,Pol beta inh,Anesthetic bind
CN(CCc1ccccc1)C1CCCN(S(=O)(=O)c2cccc(F)c2)C1 (stereo not given),13%,17,-14%,?,-2%,2%,-7%,-15%,-9%
CC(=O)NS(=O)(=O)c1cccnc1Nc1cccc(Cl)c1C,0%,-6,4%,6%,3%,3%,-8%,7%,-12%
Cc1cc(C)c2cc3c(ccn3C3OC[C@H](O)[C@H](O)[C@H]3O)cc2n1 (stereo not given in full),-4%,-5,7%,-4%,-18%,0%,?,7%,140%[activator]
COc1ccc(C(CNC(=O)C(CCSC)NC(=O)c2ccccc2Cl)N2CCOCC2)cc1 (stereo not given),10%,-12,2%,i,0%,.,-21%,.,.
Cn1nc(CC#N)c2c(=N)n(N)cnc21,.,2,115%[activator],-1%,-23%,.,-10%,.,.
COc1ccc(CNC(=O)CN2CCN(c3ccc(F)cc3)CC2)cc1,-9%,3,-4%,-6%,-6%,-3%,-10%,24%,43%[activator]
COC(=O)c1ccc(/C=N/NC(=O)CC(=O)NCC(C)C)cc1,-2%,-3,3%,-2%,-2%,5%,-5%,-25%,-22%
Nc1ccc(O)cc1C(=O)OCC(=O)C12CC3CC(CC(C3)C1)C2,1%,-39,4%,2%,-18%,7%,-18%,-13%,32µM*
O=C(CSc1nnc(C2CC2)n1-c1ccccc1)Nc1ccc(N2CCOCC2)cc1,0%,-13,-10%,i,2%,-1%,-9%,-28%,-16%
O=C(Nc1ccc(Cl)cc1)c1cnn2c1NC(c1ccccc1)=CC2c1ccccc1 (stereo not given),.,-10,-5%,3%,-9%,-14%,-5%,6%,-23%
CCN1CCCC1CNC(=O)c1ccccc1Cl (stereo not given),-7%,-12,1%,-2%,-10%,4%,-10%,13%,4%
O=C(COC(=O)/C=C/c1ccc([N+](=O)[O-])cc1)NCC1CCCO1 (stereo not given),13%,-9,77%[activator],-2%,-11%,-4%,5%,25%,-8%
Cc1cccc(C(=O)N=c2c(C#N)cc3c(=O)n4cccc(C)c4nc3n2Cc2ccco2)c1,?,-21&-14,8.9µM*,-3%&2%,28µM*,-27%,4.5µM*,20µM*,18%
COC(=O)c1ccccc1NC(=O)c1ccc(COc2ccccc2Cl)o1,.,-19,13%,8%,4%,-7%,-15%,-11%,-4%
CC(=O)c1ccccc1C(=O)N1CCCC(C(=O)c2ccc(C(F)(F)F)cc2)C1 (stereo not given),81%,-12,11%,i,15%,0%,-13%,0%,-9%
O=C(COC(=O)Cc1n[nH]c(=O)c2ccccc12)Nc1ncc(Cl)cc1Cl,4%,-7,12%,-11%,-3%,.,79µM*,.,.
CCCCOC(=O)/C=C\C(=O)NC(N)=O,0%,-23,26%,-9%,-4%,-6%,-5%,4%,-6%
COc1ccc(-n2nc(C(=O)NCC(=O)N3CCCCC3)c3ccccc3c2=O)cc1,31%,2,128%[activator],-9%,3%,-2%,-8%,4%,-10%
CCC(=O)Nc1cc2c(C)cc(=O)oc2cc1C,0%,4,-8%,-6%,1%,-1%,-14%,-7%,-1%
N#Cc1c(N)n[nH]c1Cc1cccc2ccccc12,.,.,6%,-3%,17%,.,-3%,.,.
CCCOc1cccc(C(=O)Nc2cccc(NC(=O)c3ccc(Cl)cc3Cl)c2)c1,.,-6,3%,-9%,-11%,-2%,-21%,-12%,2%
COc1cc(C(=O)NCCC(=O)NCCN2CCOCC2)cc(OC)c1OC,-7%,0,-6%,-7%,-10%,0%,-6%,30%,-5%

# Among those listed so far, these contain two or more sulfur atoms.
SMILES,APE1 inh,RXFP1 antag,POLI inh,Tb PGK inh,Pol kappa inh,BLM inh,Pol eta inh,Pol beta inh,Anesthetic bind
CSCCC(NS(=O)(=O)c1cccs1)C(=O)Nc1ccc(C)c(Cl)c1 (stereo not given),.,5,17%,-2%,0%,-7%,-23%,-24%,-10%
CN(CC(=O)Nc1ccccc1C(F)(F)F)C(=O)CSc1nnc(N)s1,45%[activator],1,-3%,-6%,-5%,.,-4%,.,.

# Part of the list above with just POLI inh, BLM inh and Anesthetic bind.
compound	POLI inh	BLM inh	Anesthetic bind
O=C(CSc1nnc(C2CC2)n1-c1ccccc1)Nc1ccc(N2CCOCC2)cc1	-10%	-1%	-16%
O=C(Nc1ccc(Cl)cc1)c1cnn2c1NC(c1ccccc1)=CC2c1ccccc1 (stereo not given)	-5%	-14%	-23%
